HCV NS3 hel inh – blocks Hepatitis C virus NS3 helicase unwinding; NS3 helicase DNA unwinding, Cy5 molecular beacon fluorescence; inhibition, % at 10.9 µM; actives 0.56% (n = 290,000); AID 1800;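 active = inhibition above the mean of all tested compounds plus 3 SD, set per campaign, cut at about 35% in these data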;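 note: 0% = DMSO wells and 100% = thioflavine S control wells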
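Measured by: Cy5 fluorescence, 0 and 60 min reads / Assay system: NS3 helicase fragment of HCV / Control set: low DMSO, high thioflavine S at 110 µM / Times: 1 h reaction at 25 °C, ATP-initiated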
PHOSPHO1 inh – inhibitors of human PHOSPHO1 phosphatase | Q8TCT1 | recombinant PHOSPHO1, absorbance phosphatase assay | inhibition, % at 13.3 µM | actives 1.1% (n = 290,000); in the data active = inhibition above about 60%
Target sequence (Q8TCT1 whole entry, looked up): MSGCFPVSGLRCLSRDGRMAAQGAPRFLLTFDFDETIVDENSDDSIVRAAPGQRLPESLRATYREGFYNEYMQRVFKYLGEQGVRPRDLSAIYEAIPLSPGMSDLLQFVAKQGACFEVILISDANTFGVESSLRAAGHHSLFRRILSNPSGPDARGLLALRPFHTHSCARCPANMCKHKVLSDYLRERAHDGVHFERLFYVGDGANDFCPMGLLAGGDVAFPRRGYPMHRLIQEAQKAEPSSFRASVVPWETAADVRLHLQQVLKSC
GalR3 antag – antagonists of human GalR3; inhibition, % at 3 µM; HEK293 GalR3-CNG cAMP membrane potential fluorescence; galR3 body fused to GalR1 C-terminus; O60755; actives 0.44% (n = 360,000); AID 651719;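 active = inhibition above the screen-wide average plus 3 SD, cut at about 13% in these data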;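 note: forskolin and galanin both at EC90 stimulate the cells; cAMP rise reported by CNG channel membrane potential dye signal; 0% = forskolin plus galanin with DMSO and 100% = forskolin alone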
Target sequence (O60755 1-299 limits assumed): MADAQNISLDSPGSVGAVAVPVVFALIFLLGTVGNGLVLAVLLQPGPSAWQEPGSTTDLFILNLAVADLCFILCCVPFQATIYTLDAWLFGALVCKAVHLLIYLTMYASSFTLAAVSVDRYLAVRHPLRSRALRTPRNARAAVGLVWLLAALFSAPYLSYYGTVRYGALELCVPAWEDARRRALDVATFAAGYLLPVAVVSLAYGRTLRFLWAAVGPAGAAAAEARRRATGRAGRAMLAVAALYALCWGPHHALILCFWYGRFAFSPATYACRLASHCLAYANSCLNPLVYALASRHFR
V1R ag counter – counter-screen for oxytocin receptor agonists: human V1a receptor agonists. CHO-V1R cells, Fluo-8 calcium fluorescence, agonist mode; 0% DMSO, 100% 3 nM vasopressin. AID 2797. activation, % at 3 µM. actives 0.25% (n = 320,000);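 active = activation above the mean activation of all tested compounds plus 3 SD, per screening run, cut at about 20% in these data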;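 note: signal is peak over basal fluorescence ratio across a 100 second FLIPR read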
Target sequence (P37288 whole entry, looked up): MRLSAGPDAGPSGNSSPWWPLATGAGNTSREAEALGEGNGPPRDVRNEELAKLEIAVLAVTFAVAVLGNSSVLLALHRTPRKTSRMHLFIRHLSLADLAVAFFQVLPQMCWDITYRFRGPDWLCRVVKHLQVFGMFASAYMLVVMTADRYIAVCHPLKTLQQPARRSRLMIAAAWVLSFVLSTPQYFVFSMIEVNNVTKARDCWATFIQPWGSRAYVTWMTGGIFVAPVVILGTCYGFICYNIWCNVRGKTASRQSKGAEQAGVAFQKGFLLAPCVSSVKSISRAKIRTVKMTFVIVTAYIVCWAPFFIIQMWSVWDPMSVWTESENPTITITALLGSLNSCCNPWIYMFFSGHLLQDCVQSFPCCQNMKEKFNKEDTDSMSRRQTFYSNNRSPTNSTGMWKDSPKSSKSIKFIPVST
DNA FID counter – fluorescent intercalator displacement, NS3 helicase counter-screen | inhibition, % at 7.9 µM | DNA fluorescent intercalator displacement, fluorescence | actives 0.17% (n = 290,000); in the data active = inhibition above about 37%;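 note: 0% = vehicle and 100% = reference compound; higher means more ethidium bromide displaced from hairpin DNA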
OXTR ag – agonists of human oxytocin receptor; P30559; CHO-OTR cells, Fluo-8 calcium fluorescence; normalized: DMSO 0%, oxytocin 100%; activation, % at 3 µM; actives 0.32% (n = 320,000); AID 2435;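 active = activation above the mean of all tested compounds plus 3 SD, cutoff set per screening run, cut at about 20% in these data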;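 note: peak over basal fluorescence ratio from a 100 s FLIPR kinetic read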
IMP-1 inh – blocks Pseudomonas aeruginosa IMP-1 metallo-beta-lactamase | actives 0.45% (n = 290,000) | purified IMP-1, nitrocefin hydrolysis, epi-absorbance fluorescence | inhibition, % at 5.6 µM;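 active = inhibition above the mean plus 3 SD of all compounds in the same screening run, cut at about 4.5% in these data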;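 note: 0% = IMP-1 with DMSO and 100% = DMSO wells lacking enzyme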
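System: purified recombinant IMP-1 beta-lactamase. Medium: Zinc- and detergent-supplemented HEPES buffer, pH 7.1. Compound: one 5.6 µM dose […]. Schedule: 15 min preincubation plus 25 min reaction at 25 °C. Technique: Epi-absorbance fluorescence, 480 nm excitation, 530 nm emission.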
GPR7 antagonist – antagonists of human GPR7 (neuropeptides B/W receptor 1) | actives 1.1% (n = 290,000) | P48145 | GPR7-expressing cells, fluorescence antagonist assay | inhibition, % at 4.4 µM; in the data active = inhibition above about 16%, passing the limit was not always enough;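 note: cells stimulated with the agonist NPW; 0% = agonist with vehicle and 100% = vehicle without agonist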
VIM-2 inh – inhibitors of Pseudomonas aeruginosa VIM-2 metallo-beta-lactamase | purified VIM-2, nitrocefin hydrolysis, epi-absorbance fluorescence | inhibition, % at 5.6 µM | actives 0.89% (n = 290,000);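 active = inhibition above the mean of all tested compounds plus 3 SD, cutoff set per screening run, cut at about 7.5% in these data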;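 note: red hydrolysis product quenches plate fluorescence so inhibitors raise well fluorescence; 0% = enzyme with DMSO and 100% = DMSO without enzyme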
* = called active by the depositor; . = no result given.

SMILES | HCV NS3 hel inh | PHOSPHO1 inh | GalR3 antag | V1R ag counter | DNA FID counter | OXTR ag | IMP-1 inh | GPR7 antagonist | VIM-2 inh
O=C(Nc1cc(Br)ccc1O)c1cc(-c2ccccc2)on1 | 36 | 34 | -10 | . | 0 | . | -1.4 | -9 | -2.2
CCc1csc(CCNC(=O)C2CCC(=O)N(CCOC)C2)n1 (stereo not given) | -2 | -92 | -7 | 0.4 | -3 | 0.1 | -1.2 | -13 | -0.1
CC(=O)C1=C(O)C(=O)N(CCc2c[nH]c3ccccc23)C1c1ccc(O)cc1 (stereo not given) | 13 | 38 | -3 | -0.9 | -2 | -0.2 | -2.9 | -11 | -1.0
CC1CCC(NC(=O)C(=O)Nc2ccc3c(c2)OCO3)CC1 (stereo not given) | 15 | 37 | -1 | 2.4 | -23 | -0.2 | -2.7 | -5 | -1.7
COc1ccc(NC(=O)CN2CCN(CC(=O)Nc3ccc(F)cc3)CC2)c(OC)c1 | 6 | 28 | -12 | -2.5 | -21 | -2.8 | -2.8 | -5 | -1.2
CCC(C)NCCCOc1c(C)cc(C)cc1Br (stereo not given) | -7 | -10 | -1 | 0.5 | 25 | 2.7 | -4.3 | 3 | -3.2
CC(=O)N1CCN(C(=O)COc2ccc(Br)cc2)CC1 | 2 | -7 | 3 | -0.7 | -1 | -0.2 | -0.9 | 14 | -2.5
N/C(Cc1ccc([N+](=O)[O-])cc1)=N\OC(=O)Cc1ccc(Cl)cc1 | -4 | -4 | -7 | 9.3 | -1 | 6.6 | -4.0 | 7 | -4.2
CS(=O)(=O)NCCSc1nnnn1-c1ccccc1 | 16 | -36 | -4 | 2.2 | 0 | 1.8 | 0.0 | 18* | 5.7
Cc1ccc(C)c(N(CC(=O)NC2CCCCC2)C(=O)c2csnn2)c1 | -10 | 35 | -8 | 2.3 | -21 | 0.8 | -0.6 | -5 | -1.0
COC(=O)C1=CN(c2ccc(OC)cc2)C=C(C(=O)OC)C1c1ccc(C)c([N+](=O)[O-])c1 | -4 | -2 | 1 | -0.2 | 0 | -1.9 | -1.3 | 3 | -4.2
COCCC(=O)N1CCC(Oc2ccc(C(=O)NC3Cc4ccccc4C3)cc2)CC1 | 7 | 34 | -3 | 0.3 | -48 | 0.3 | -3.3 | -3 | -1.4
CCOc1ccc(-c2nn(-c3ccccc3)cc2/C=C(\C#N)S(=O)(=O)c2ccccc2)cc1C | 3 | 6 | 4 | 0.7 | -1 | -0.4 | -2.5 | -8 | -2.5
Cc1cc2c(cc1S(=O)(=O)N1CCc3ccccc31)NC(=O)CO2 | 4 | -4 | -4 | 1.8 | -16 | 1.0 | -3.0 | -1 | -2.7
CCCCNC(=O)NNC(=O)COc1cc(C)cc(C)c1 | -9 | -18 | -9 | 1.0 | -5 | -0.6 | -1.6 | 8 | 0.9
CC(C)CC(NC(=O)COc1ccccc1)C(=O)O (stereo not given) | -9 | 23 | -11 | 0.9 | -2 | 1.4 | -0.7 | -18 | 0.5
CCOc1cc(/C=N/NC(=O)c2ccncc2)ccc1OC(=O)c1ccc([N+](=O)[O-])cc1 | -4 | 42 | -3 | 6.5 | -4 | 6.5 | -2.3 | 3 | -2.9
CCN(CC)c1ccc(/C=N/N2CCN(Cc3ccccc3Cl)CC2)c(O)c1 | 2 | 7 | -6 | -0.7 | -5 | -0.6 | -2.4 | -4 | -3.2
CCOc1ccc(N(CC(=O)Nc2ccc(F)c(F)c2)S(=O)(=O)c2c(C)noc2C)cc1 | -2 | 2 | -1 | 0.3 | 4 | -0.4 | -2.9 | -6 | -0.2
COCCn1c(NC(=S)NC(=O)C23CC4CC(CC(C4)C2)C3)cc(=O)[nH]c1=O | -6 | 25 | -2 | 0.7 | -13 | -1.3 | 0.8 | -6 | -0.6
Cn1c(=O)c2cc(S(=O)(=O)NC(Cc3ccccc3)C(=O)NCC3CCCO3)ccc2n(C)c1=O (stereo not given) | -5 | 16 | -7 | 0.6 | -10 | -0.1 | -2.8 | -4 | -1.8
COc1ccc(-c2nc(C#N)c(NCc3ccccc3Cl)o2)cc1 | 3 | -12 | -4 | -0.6 | 0 | -0.5 | -8.6 | -13 | -3.0
CN(C)CCN(Cc1cccs1)S(=O)(=O)c1csc(C(N)=O)c1 | 12 | 34 | -7 | 1.2 | 14 | 0.8 | 0.5 | 4 | 1.6
O=C(CSc1nnc(-c2ccco2)o1)NC1CCCCC1 | 2 | 3 | -3 | 1.4 | -3 | -0.2 | -1.4 | 1 | -1.2
COCCN1C(=O)c2ccccc2C(C(=O)N2CCN(c3ccccc3)CC2)C1c1ccc(F)cc1 (stereo not given) | -3 | 8 | -5 | 0.6 | -37 | 0.1 | -3.2 | 5 | -4.7
COc1ccc(CC(=O)Nc2cc(=O)n(C)c(=O)n2C)cc1OC | 2 | -19 | 3 | 0.7 | 0 | 0.9 | -1.8 | -3 | -2.6
CC1(C)CC(=O)C(C=NCC2CCN(C(=O)Cc3ccccc3)CC2)=C(O)C1 | 2 | -12 | 2 | 0.7 | -23 | -0.1 | -1.0 | -8 | -1.2
CC1CCCN(S(=O)(=O)c2ccc(C(=O)Nc3nnc(C4CC4)o3)cc2)C1 (stereo not given) | 30 | 29 | -3 | 0.8 | -61 | -0.7 | -5.5 | 2 | -5.8
COc1cc(/C=C/C(=O)N2CCN(CC(O)COc3ccccc3)CC2)cc(OC)c1OC (stereo not given) | -13 | 52 | -2 | 0.8 | -15 | 0.0 | -1.8 | -12 | -0.2
CN1CCN(c2ccc(Cl)cc2NC(=O)c2nn(-c3ccccc3)c(=O)c3ccccc23)CC1 | -17 | 32 | -4 | . | 0 | . | -1.9 | -7 | -2.9
N#CC(CC(=O)c1ccc(F)cc1)c1ccc2c(c1)OCO2 (stereo not given) | -7 | 20 | -10 | 1.1 | -15 | -1.2 | -3.0 | 25 | -2.9
CCCCCCn1cc(C(=O)OCC)c(=O)c2cc(F)c(F)cc21 | 6 | 15 | -7 | -0.7 | -34 | -1.2 | -3.8 | -7 | -1.8
N/C(=N\OC(=O)c1ccc(Cl)c(Cl)c1)c1cccc(CSc2ccccn2)c1 | 4 | 10 | -7 | 0.6 | -4 | 0.5 | -2.7 | -9 | -2.9
CCCC(=O)N1CC(=O)Nc2ccc(Br)cc2C1c1ccc(F)cc1 (stereo not given) | 4 | . | -10 | -1.0 | -21 | -1.8 | -0.6 | 1 | -0.6
Cc1ccc(S(=O)(=O)N2CCc3ccccc3C2CC(=O)O)cc1 (stereo not given) | 9 | 0 | 3 | 1.4 | -30 | 0.7 | -5.3 | -9 | -2.9
N#C/C(=C\c1ccc(C(=O)O)cc1)c1nc2sc3c(c2c(=O)[nH]1)CCCC3 | 14 | 3 | -4 | . | -13 | . | -2.0 | -9 | -2.6
Cc1cccc(Oc2ccc(Cl)cc2N)c1 | 5 | 52 | -9 | -0.7 | -13 | -2.3 | -2.1 | -8 | -2.2
CCOC(=O)C1C(=O)NC(c2ccccc2)=NC1c1cccc(Br)c1 (stereo not given) | -2 | 24 | -6 | -0.1 | -9 | -0.1 | -3.6 | 1 | -0.8
Fc1ccccc1C(c1nnnn1C1CCCC1)N1CCN(Cc2ccccc2)CC1 (stereo not given) | -8 | -7 | -2 | -1.1 | 5 | -2.8 | -2.9 | -5 | -4.4
CCCOC(=O)c1cccc(NC(=O)C(C)(C)C)c1 | 0 | -14 | -2 | -1.9 | -12 | -1.8 | -3.1 | -9 | -0.1
Cc1cccc(CN2C(=O)c3ccccc3Sc3ccc(C(=O)O)cc32)c1 | 33 | 27 | -1 | -0.4 | -24 | 0.3 | -4.2 | -3 | -2.2
O=C(O)/C=C/c1cccc(NS(=O)(=O)c2ccccc2)c1 | -3 | -12 | -10 | 0.3 | -1 | -0.1 | -3.3 | -4 | -1.4
Cn1nnnc1SCC(=O)N(C1CCCCC1)C1CCS(=O)(=O)C1 (stereo not given) | 2 | 37 | 1 | 1.0 | 6 | -0.2 | -2.4 | -2 | -1.8
CC(C)n1c(NCc2ccc(Cl)cc2)nc2ccccc21 | -22 | 42 | -5 | -0.7 | 4 | 1.6 | -2.0 | -18 | -1.3
COc1ccc(NC(=O)CCNS(=O)(=O)c2ccc(NC(C)=O)cc2)cc1Cl | 3 | 31 | -3 | -0.2 | -2 | 1.3 | -0.5 | -11 | -3.9
CC(C)COc1ccc(C(=O)N2C(=O)c3ccc(N)cc3C2=O)cc1 | 7 | 28 | -3 | 0.1 | -7 | 0.8 | -1.6 | 2 | -1.1
COc1cc(C)ccc1OCCCCN1CC(C)OC(C)C1 (stereo not given) | 4 | 6 | -4 | 0.7 | 4 | -1.8 | 1.8 | -9 | -2.8
NC(=O)CC(NC(=O)c1ccccc1)c1ccc(N2CCC(Br)CC2)c([N+](=O)[O-])c1 (stereo not given) | . | 34 | 0 | 0.7 | . | 0.6 | . | . | .
CC1CCC(NC(=O)C(NS(=O)(=O)c2cccc3nsnc23)C(C)C)CC1 (stereo not given) | -3 | 10 | 4 | -1.3 | -17 | -1.5 | -1.3 | -13 | -1.2
N#Cc1cnc(NN)nc1 | -7 | 32 | -4 | -0.6 | -7 | -0.3 | -3.0 | 3 | 0.5
Cc1ccc(NC(=O)CN(CCc2ccccc2)S(C)(=O)=O)cc1 | 3 | 29 | -4 | . | -21 | . | -2.2 | -15 | -2.1
CCCn1c(N)c(N(CCOC)C(=O)c2cc(-c3ccco3)nc3ccccc23)c(=O)[nH]c1=O | 24 | 14 | -3 | 1.3 | -15 | -0.6 | -3.8 | -9 | -4.1
Oc1cccc(/C=N/Nc2ccc(Cl)nn2)c1 | 17 | 10 | -10 | 0.8 | -5 | 1.4 | 0.3 | -1 | 0.4
COc1ccc(C(OC(=O)c2ccco2)C(=O)NCc2ccco2)cc1 (stereo not given) | 13 | 17 | -5 | -0.1 | -12 | -0.5 | -3.0 | -8 | -2.4
Cc1cccc(-c2noc(CNC(=O)Nc3ccc(F)cc3)n2)c1 | -2 | 27 | -4 | 3.7 | 0 | 0.4 | -3.9 | -18 | -4.8

Bioassay records from PubChem BioAssay.
